# FBW7 act: activators of human E3 ligase FBW7. Q969H0. AlphaScreen FBW7–phospho-cyclin E peptide binding, activator screen. normalized activity (activation), % at 26.1 µM. hit rate 0.13% among 650,000. AID 1259310; in the data active = normalized activity above about 1.9%;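 note: purified mutant Fbw7 with reduced substrate affinity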
# TEAD-YAP block: TEAD-YAP interaction inhibition; HEK-TIYL cells, TEAD-Gal4/YAP UAS-luciferase luminescence; inhibition, % at 9.12 µM; hit rate 1.4% among 640,000; AID 1259422; in the data active = inhibition above about 32%;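 note: 0% = median of test compound wells and 100% = reference inhibitor wells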
# GPR151 ag: activates the human receptor GPR151 | Q8TDV0 | PathHunter beta-arrestin GPR151 cells, luminescence | activation, % at 11.2 µM | hit rate 1% among 650,000; in the data active = activation above about 4.9%;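 note: 0% = median of compound wells and 100% = cells with positive control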
# MITF primary: blocks human microphthalmia-associated transcription factor; AlphaScreen MITF homodimerization, bead proximity signal; AID 1259374; O75030; hit rate 0.91% among 650,000; inhibition, % at 2.6 µM; in the data active = inhibition above about 50%;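 note: 0% = vehicle wells with protein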
# Active calls of the source: *. Only part of the results is shown, so the mix of outcomes need not match the whole.
SMILES,FBW7 act,TEAD-YAP block,GPR151 ag,MITF primary
CCC1C(=O)OCC1Cc1cncn1C (stereo unspecified),0.2,-12,-0.3,14

# Screening results: PubChem BioAssay, The Scripps Research Institute Molecular Screening Center
